Screening results as filed in PubChem BioAssay.
HEK293 NOD2/NF-kB: inhibition of NOD2-driven NF-kB reporter – cell-based, luminescence, uHTS, HEK293 (AID 1566) | HEK293 NOD2/NF-kB luciferase reporter, luminescence; higher % means a stronger effect | inhibition, % at 4 µM, or EC50 in µM where a hit was titrated | hit rate 0.63% among 290,000; in the data active = inhibition above about 50%; note: many of its hits are not listed in these tables
Insulin prom up: MIN6 insulin promoter up-regulation | MIN6 insulin promoter-GFP reporter, high-content imaging; active compounds read high | z-score at 5 µM | hit rate 0.3% among 190,000;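 active = z-score above 3 at 5 µM with at least 500 cells counted in the well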
MT stabilizer: stabilizes microtubules in HeLa cells | % tubulin-high responders, % at 10 µM | AID 2205 | hit rate 0.83% among 200,000 | HeLa tubulin immunostaining HCS, 24 h; share of cells brighter than vehicle mean+2SD;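 active = plate Z-score above 3 for both tubulin-high and condensed-nucleus cell shares, with cell loss under 80%, at 10 µM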;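 note: anti alpha tubulin signal scored within the nucleus-defined area of each cell; some results filed as inactive read as strong as hits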
Dynein transport: dynein cargo transport inhibition | z-score, hits read low | 3617.4 mouse cells, GR-EGFP nuclear translocation imaging; test concentration mostly 20 µM; stimulated with dexamethasone, 1 µM; active compounds read low | hit rate 0.47% among 220,000;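 active = plate z-score of nuclear minus cytoplasmic receptor signal below a set negative limit, without overly bright fluorescence or cell loss, cut at about -3.5 in these data, passing the limit was not always enough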;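 note: z-score of nuclear minus cytoplasmic ring GR-EGFP intensity difference per well; some compounds called inactive have numbers as strong as hits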
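Buffer or medium: tet-free, stripped-serum medium; Also added: dexamethasone, 1.0 µM final; Technique: high-content fluorescence imaging after fixation; Times: 48 h induction, 1 h compound, 30 min dex at 37 °C; Read-out: per-cell GR-EGFP intensity, nucleus versus surrounding cytoplasmic ring, well-averaged.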
NOD1 inhibition: NOD1 signaling inhibitors, primary screen, cell-based, luminescence, uHTS (AID 1578) | NOD1-driven NF-kB luciferase reporter cells, luminescence; higher % means a stronger effect | inhibition, % at 4 µM, or EC50 in µM where a hit was titrated | hit rate 1% among 290,000; in the data active = inhibition mostly above about 36%, no sharp cut-off; inactive = mostly below about 34%;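 note: HEK-293T reporter cells stimulated with the NOD1 agonist gamma-tri-DAP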
Yfh1-off respiration: mitochondrial function rescue without frataxin homolog – Friedreich's ataxia, plus single-dose screen, dose response (AID 1465); S. cerevisiae Yfh1-off respiration, WST-1 reduction, 72 h; higher fold induction means a stronger effect; one-dose fold induction at 50 µM; EC50 in µM for titrated hits; hit rate 0.074% among 220,000;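 active = fold induction of absorbance versus untreated yeast above a set limit, then at least 30% activation at any dose in follow-up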;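 note: activators that raise dye reduction in frataxin-depleted yeast; strong numbers were not always called active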
Autophagy HCS: alters autophagy in cells; MEF GFP-LC3 puncta imaging; test concentration mostly 10 µM; calls only at 10 µM (by protocol); AID 463193; hit rate 0.98% among 190,000;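 active = percentage of spot-positive cells more than 3 SD above its plate mean, without a fluorescence outlier flag or 80% toxicity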;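 note: spot-positive cell cutoff set from DMSO-treated cells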
M17LAP inhibition: P. falciparum M17LAP inhibitors, primary screen, biochemical, fluorogenic H-Leu-NHMec substrate, 1536-well (AID 1619) | recombinant M17LAP, H-Leu-NHMec fluorogenic kinetic assay; higher % means a stronger effect | hit rate 0.38% among 220,000 | inhibition, % at 30 µM, or IC50 in µM where a hit was titrated;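 active = compound inhibiting the enzyme by more than half at any dose during confirmatory dose-response retesting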;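 note: plate controls were full reaction with DMSO carrier for no effect and no enzyme background for full effect; strong numbers were not always called active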
b-catenin transl: alters nuclear translocation of beta-catenin in HeLa cells. hit rate 0.3% among 190,000. nuclear translocation activity, % at 5 µM. immunofluorescence imaging;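 active = nuclear translocation activity above 50% at 5 µM, with a well cell count of 50 or more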;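 note: per-cell ratio of nuclear to cytoplasmic median beta-catenin stain intensity; plate controls were DMSO negative control for no effect and GSK-3 inhibitor IX positive control for full effect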
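System: Human HeLa cells, endogenous beta-catenin | Compound dosing: 5 µM primary, 0.02–20 µM confirmation | Timing: 24 h compound exposure at 37°C, 5% CO2 | Measured by: Fluorescence imaging of beta-catenin antibody stain plus DAPI | Read-out basis: % activation of per-cell nuclear versus cytoplasmic median beta-catenin signal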
Dynein transport cytoplasmic EGFP: second read-out of Dynein transport, no call of its own (marks repeat the call); z-score; measured here: cytoplasmic GR-EGFP intensity; active compounds read high
Dynein transport nuclear GR-EGFP: recorded beside Dynein transport, whose call it bears; z-score; measured here: nuclear GR-EGFP intensity;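 lower value marks the stronger effect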
Dynein transport cell count: second read-out of Dynein transport, no call of its own (marks repeat the call); z-score; measured here: cell count per field
Insulin prom up cell count: second read-out of Insulin prom up, no call of its own (marks repeat the call); cell count; measured here: cytotoxicity, nuclei count;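 total cells summed across four imaged fields per well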
b-catenin transl cell count 5 µM: recorded beside b-catenin transl, whose call it bears; cell count; measured here: cell count, cytotoxicity flag
MT stabilizer Hoechst-high %: recorded beside MT stabilizer, whose call it bears; % Hoechst-high responders; measured here: nuclear condensation Hoechst responders;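 share of cells brighter than vehicle mean plus two SD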
MT stabilizer cytotoxicity %: also measured in MT stabilizer; calls as there; toxicity, %; measured here: cytotoxicity by cell density;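 0% = mean cell density of plate MIN control wells and 100% = no cells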
Autophagy HCS cell loss 18 h: also measured in Autophagy HCS; calls as there; toxicity, %; measured here: cell loss, nuclei count;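 cell loss after 18 h compound exposure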
* = called active by the depositor; i = inactive; . = not tested or not shown. An excerpt. The share of hits here may be higher or lower than overall.

molecule | HEK293 NOD2/NF-kB | Insulin prom up | Insulin prom up cell count | MT stabilizer | MT stabilizer Hoechst-high % | MT stabilizer cytotoxicity % | Dynein transport | Dynein transport cytoplasmic EGFP | Dynein transport nuclear GR-EGFP | Dynein transport cell count | NOD1 inhibition | Yfh1-off respiration | Autophagy HCS | Autophagy HCS cell loss 18 h | M17LAP inhibition | b-catenin transl | b-catenin transl cell count 5 µM
Cc1ccc(NC(=O)c2cc(-c3ccccc3)nn2-c2ccccc2)cc1 | 45.3% | -0.84 | 1110 | 2.6 | 3.4 | 8.3 | -0.719 | -0.247 | -0.488 | 0.368 | 40.8% | i | i | -12.7 | -13.6% | 0.1 | 944
CCOC(=O)Cc1cc(=O)c2cc(C)ccc2[nH]1 | -1.3% | 0 | 1036 | . | . | . | -0.639 | -0.751 | -0.165 | -0.199 | -2.7% | i | . | . | -6.8% | -0.5 | 1247
Cc1nn(Cc2ccccc2)c(C)c1/C=N/NC(=O)c1cccnc1 | 2.5% | 0.12 | 1369 | 2.3 | 2.9 | 12.3 | -0.267 | -0.0943 | -0.144 | 1.32 | 25.8% | i | i | -7.7 | 0.1% | 1.2 | 478
CCc1ccc(C(=O)CSc2nnc(C)c(=O)[nH]2)cc1 | 5.2% | -0.32 | 1300 | 1.1 | 1.4 | 3.8 | -0.415 | -0.0152 | 0.164 | -0.747 | -9.8% | i | i | -11.2 | -2.6% | -0.5 | 973
CCCn1c(OC)nc2c1c(=O)n(C)c(=O)n2C | -5.2% | 0.99 | 1609 | 2.8 | 3.2 | 7.5 | -0.799 | -0.17 | -0.317 | 0.162 | -31.4% | i | i | -1.8 | 7.4% | 0.1 | 1059
COc1ccc(NC(=O)Cn2nnc(C(=O)NCCc3ccccc3)c2N)cc1 | 18.2% | -0.2 | 1524 | 2.2 | 2.0 | 3.2 | 2.17 | -0.0354 | 1.24 | -1.19 | -24.3% | i | i | 16.6 | 20.4% | -2.4 | 1092
CN1C=CC=C/C1=C1\SC(=S)N(C2CCCCC2)C1=O | -3.5% | 0.65 | 1618 | 6.2 | 3.0 | 2.3 | -0.661 | -0.148 | -0.0584 | -0.113 | -21.5% | i | i | -14.2 | 0.2% | -4.4 | 936
CC(C)CC(=O)N1CCN(S(=O)(=O)c2ccccc2)CC1 | 7.2% | 1.13 | 958 | 1.2 | 1.1 | 5.2 | 0.333 | 0.0646 | 0.0697 | -0.166 | 29.6% | i | i | -7.2 | -10.2% | -1.3 | 979
CCc1cc2c(=O)[nH]c(N3CCOCC3)nc2s1 | -10.2% | . | . | 4.2 | 2.4 | 0.9 | -0.264 | -0.158 | -0.485 | 0.215 | -38.7% | i | i | -6.8 | 6.6% | 1.9 | 461
OCCC1CN(Cc2cccn2-c2cccnc2)CCN1C1CCCC1 (stereo not given) | 15.1% | -0.33 | 905 | . | . | . | 0.554 | -0.284 | 0.271 | 0.255 | 13.4% | i | . | . | 3.6% | 2.5 | 1346
O=C(Oc1ccc2c(c1)OCO2)c1ccc(Br)c(S(=O)(=O)N2CCOCC2)c1 | -4.1% | 0.73 | 1212 | 4.1 | 2.6 | 4.9 | 0.303 | -0.232 | -0.0112 | 0.965 | -17.8% | . | i | 11.6 | 6.8% | . | .
c1ccc2c(c1)CCN(c1nc3ccccc3n3cnnc13)C2 | -1.9% | 0.5 | 916 | 6.2 | 2.3 | 11.9 | -0.419 | -0.169 | -0.051 | 0.0563 | -21.2% | i | i | 1.4 | 4.8% | -6.5 | 1129
CC(C)(C)C(=O)Nc1ccc(N2CCN(S(C)(=O)=O)CC2)cc1 | 4.1% | . | . | 3.3 | 2.3 | 7.6 | 0.195 | -0.281 | -0.222 | 0.753 | -14.6% | i | i | 1.0 | 0.2% | -2.1 | 605
COc1ccc(OCCNC2CCCC2)cc1 | -15.4% | 0.32 | 1438 | 1.9 | 2.1 | 3.9 | -1.06 | -0.19 | -0.348 | 1.39 | -36.5% | i | i | 4.3 | 9.7% | -2.5 | 1131
CCOC(=O)C1CCCN(Cc2cn(C)nc2-c2ccc3c(c2)OCCO3)C1 (stereo not given) | 0.5% | 0.08 | 1542 | 5.0 | 2.8 | 6.2 | -0.673 | -0.166 | -0.425 | 0.347 | -26.3% | i | i | 30.1 | 1.1% | -1.5 | 1152
CN1c2ccccc2C(C)(C)[C@]12C=Cc1cc(O)ccc1O2 | -18.7% | 1.57 | 708 | 30.6* | 25.5* | 39.2* | -0.257 | 3.44 | 0.386 | -0.141 | 10.0% | i | i | -4.5 | 14.0% | 0.4 | 1130
O=c1[nH]cnc2scc(-c3ccc(F)cc3)c12 | 6.2% | -0.06 | 1252 | 2.5 | 2.5 | 7.2 | 0.151 | -0.214 | 0.00643 | 1.14 | 4.0% | i | i | 7.2 | 1.0% | -2.6 | 1193
CC(=O)[C@@H]1[C@@H]2C(=O)N(C3CCCCC3)C(=O)[C@@H]2C2c3ccccc3C=CN21 (stereo not given in full) | 9.6% | 0.26 | 1505 | 3.1 | 2.2 | 6.6 | 0.0416 | -0.0254 | -0.753 | 0.302 | 12.7% | i | i | 2.5 | 4.3% | -2.1 | 1452
CCC(C)(C(=O)Nc1ccccc1C)N(C(=O)CNC(C)=O)c1ccccc1C (stereo not given) | 17.6% | . | . | 3.0 | 1.5 | 7.3 | 0.0225 | -0.318 | -0.3 | -0.0829 | -36.4% | i | i | 6.7 | 16.9% | -1.2 | 1048
COC(=O)C1=C(NC(=O)CCCCl)CCS1 | 4.8% | -0.13 | 1500 | 4.3 | 2.5 | 5.4 | 1.73 | 0.0474 | 1.39 | -1.22 | -6.0% | i | i | -8.3 | 5.9% | 0.4 | 1133
COc1ccc(NC(=O)c2cnc3n(c2=O)CCS3)cc1OC | 5.4% | 0.09 | 1269 | 4.8 | 1.6 | 3.2 | 0.199 | -0.163 | 0.352 | -0.49 | -35.9% | i | i | 10.0 | 10.0% | -4.0 | 1169
CC1CCCCN1CC(=O)NC(c1ccccc1)c1ccccc1 (stereo not given) | 0.6% | 0.31 | 1484 | 2.0 | 1.8 | 7.5 | -0.297 | -0.297 | 0.0513 | 0.71 | 28.2% | i | i | -20.9 | . | -1.2 | 984
Cc1ccc(-c2nc(CS(=O)(=O)CC(=O)NCCCN3CCN(C)CC3)c(C)o2)cc1 | 9.7% | -0.01 | 886 | 3.9 | 3.6 | 3.3 | -0.304 | 0.283 | -0.067 | -0.167 | -5.6% | i | i | 4.7 | 13.4% | . | .
O=C(COc1ccccc1-c1ccccc1)N/N=C/c1ccncc1 | -87.3% | -0.07 | 1410 | 3.5 | 1.9 | 7.3 | -0.0125 | -0.329 | 0.0409 | 0.781 | -22.6% | i | i | -12.8 | 9.7% | 1.2 | 1024
CC1=C(C(=O)Nc2ccccc2)C(c2ccncc2)n2nnnc2N1 (stereo not given) | . | . | . | 2.2 | 1.9 | 6.7 | -0.0212 | -0.211 | 0.185 | -0.25 | . | i | i | 3.5 | 1.1% | . | .
Cc1cc(NS(=O)(=O)c2ccc3c(c2)OCCO3)no1 | 9.9% | -0.26 | 1523 | . | . | . | 0.743 | -0.21 | 0.317 | -0.0326 | -4.0% | i | . | . | -4.8% | -1.1 | 1154
Cc1cc(C)c2c(c1)NC(c1cc3c(cc1Br)OCO3)C1CC=CC21 (stereo not given) | 14.7% | 0.55 | 1596 | 9.4 | 11.6 | 8.4 | 0.269 | -0.265 | 0.121 | 0.71 | 5.0% | i | i | -2.9 | 0.2% | 5.2 | 973
COCCNC(=O)C1CC(=O)N(c2ccc(OC)cc2)C1c1ccc(OC)cc1 (stereo not given) | -3.5% | -0.19 | 1098 | 2.5 | 2.3 | 2.4 | -0.142 | -0.341 | 0.081 | 0.455 | -26.3% | i | i | 1.6 | 10.1% | . | .
Cc1sc2nc(CSc3nnc(Cc4cccs4)n3C3CCCCC3)[nH]c(=O)c2c1C | -17.7% | 0.73 | 1210 | 2.2 | 2.1 | 12.6 | 0.783 | -0.158 | -0.0787 | -0.103 | -1.8% | i | i | 14.9 | 13.7% | -4.8 | 989
Cc1coc2cc3oc(=O)c4c(c3cc12)CCC4 | 0.6% | 0.56 | 1144 | 2.1 | 1.2 | 0.4 | -0.569 | -0.112 | 0.0451 | -0.851 | -19.3% | . | i | 12.8 | -37.2% | 0.8 | 985
Cc1ccc(S(=O)(=O)CCc2nnc(NC(=O)COc3cccc(C)c3)s2)cc1 | 11.1% | -0.25 | 1629 | 1.2 | 1.6 | 7.4 | -0.153 | -0.182 | -0.172 | 0.478 | -0.7% | i | i | -6.0 | 22.8% | 1.1 | 1341
O=C(Cn1cccc1)N1CCN(C(c2ccccc2)c2ccccc2)CC1 | 20.8% | 0.61 | 1665 | 2.8 | 1.6 | 4.0 | 1.01 | -0.205 | 1.02 | -0.144 | . | i | i | -0.3 | 15.2% | 0.3 | 1047
CCn1c(CCC(=O)Nc2cc(F)ccc2C)nc2cc(S(=O)(=O)N(C)C)ccc21 | 6.2% | -0.3 | 1421 | 2.5 | 1.8 | 4.8 | 1.23 | -0.217 | 1.07 | 0.0572 | -12.8% | i | i | 11.4 | 11.4% | -0.6 | 1241
COc1ccc(CNC(=O)C(CCSC)NS(=O)(=O)c2ccccc2F)cc1 (stereo not given) | -3.9% | -0.39 | 1593 | 4.2 | 1.5 | 6.5 | 1.08 | -0.316 | 0.159 | -1.27 | -35.9% | i | i | 4.8 | -3.5% | -1.4 | 991
